Compound activity: PubChem, Sanford-Burnham Center for Chemical Genomics
UBC13 polyUb = blocks human UBC13 polyubiquitin chain formation; P61088; TR-FRET; inhibition, % at 20 µM; 330,000 compounds, 0.47% hits; AID 485273; in the data active means inhibition above about 45%, passing the limit was not always enough
Target sequence (P61088 whole entry, looked up): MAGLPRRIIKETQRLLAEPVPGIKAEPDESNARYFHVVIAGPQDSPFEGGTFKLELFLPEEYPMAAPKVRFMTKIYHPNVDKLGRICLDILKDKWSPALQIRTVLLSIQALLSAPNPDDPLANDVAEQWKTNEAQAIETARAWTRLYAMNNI
SENP7 block = blocks the human protease SENP7 | Q9BQF6 | recombinant SENP7, Z-RLRGG-aminoluciferin luminescence, 40 min | inhibition, % at 5 µM | 330,000 compounds, 1.5% hits;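 active means inhibition above about 50% at the single test dose, limit read from the data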;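 further: plate controls were DMSO with enzyme for no effect and no enzyme buffer wells for full effect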
Target sequence (Q9BQF6 706-1050 limits assumed): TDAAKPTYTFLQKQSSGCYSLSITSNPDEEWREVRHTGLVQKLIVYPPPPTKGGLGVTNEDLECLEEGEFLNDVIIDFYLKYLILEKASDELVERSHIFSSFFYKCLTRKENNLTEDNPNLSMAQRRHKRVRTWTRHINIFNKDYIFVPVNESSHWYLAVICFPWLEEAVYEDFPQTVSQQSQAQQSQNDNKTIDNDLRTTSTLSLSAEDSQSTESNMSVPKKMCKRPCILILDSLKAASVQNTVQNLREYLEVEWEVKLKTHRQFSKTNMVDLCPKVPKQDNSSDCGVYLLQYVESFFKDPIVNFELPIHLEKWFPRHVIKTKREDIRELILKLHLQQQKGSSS
HKDC1 inh = HKDC1 (human) hexokinase inhibition; Q2TB90; recombinant HKDC1, G6PDH/diaphorase resazurin coupled fluorescence; inhibition, % at 20 µM; 340,000 compounds, 0.16% hits;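 active means inhibition above about 35% when tested at 20 µM, limit read from the data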;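 further: plate controls were DMSO wells with enzyme for no effect and DMSO wells lacking enzyme for full effect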
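test system = in-house recombinant HK5 (HKDC1) enzyme | amount = HKDC1 at 5 µg/mL | control set = DMSO-enzyme wells negative, buffer-substituted wells positive | compound = one dose of 20 µM, 1% DMSO | schedule = reaction time 90 min, room temperature, protected from light | technique = resorufin fluorescence at 613 nm | reagent = glucose with 1 mM ATP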
697 NFkB inh = lowers PMA/ionomycin-induced NF-kB signal in 697 B cells. 697 B-cell NF-kB luciferase reporter, 16 h. inhibition, % at 4 µM. 330,000 compounds, 0.33% hits; in the data active means inhibition above about 35%
SENP8 inh = inhibitors of human SENP8 protease. Q96LD8. purified SENP8, Z-RLRGG-aminoluciferin cleavage, luminescence. inhibition, % at 10 µM. 330,000 compounds, 1.2% hits. AID 2540
Target sequence (Q96LD8 whole entry, looked up): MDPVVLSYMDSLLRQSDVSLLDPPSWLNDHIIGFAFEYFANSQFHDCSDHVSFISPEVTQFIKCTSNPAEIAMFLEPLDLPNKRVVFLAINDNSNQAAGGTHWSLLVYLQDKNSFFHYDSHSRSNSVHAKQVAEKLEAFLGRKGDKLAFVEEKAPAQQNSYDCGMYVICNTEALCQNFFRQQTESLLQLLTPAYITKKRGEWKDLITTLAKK
Apaf1 inhib = blocks human Apaf-1 apoptosome activity; AID 489030; 330,000 compounds, 0.71% hits; inhibition, % at 20 µM; reconstituted apoptosome caspase-3 activity, DEVD-Rh110 fluorescence; O14727; active means inhibition of at least 40% at 20 µM;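 further: plate controls were DMSO wells for no effect and DEVD-CHO caspase inhibitor wells for full effect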
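Assay system: Apoptosome proteins | Medium: pH 7.5 Hepes buffer with CHAPS, BSA, DTT | Also added: Cytochrome c and DEVD-Rh110 substrate | Times: 30 min plus 50 min, RT | Detection: Rhodamine 110 fluorescence at Ex 480/Em 540 nm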
Jurkat NFkB inh = inhibitors of the PMA/ionomycin-induced NF-kB reporter in Jurkat cells | PMA/ionomycin-induced NF-kB luciferase reporter, luminescence | inhibition, % at 4 µM | 330,000 compounds, 0.53% hits
Gli-Sufu antag = antagonists of Gli-Sufu signaling | Sufu-KO-LIGHT fibroblasts, Gli luciferase reporter luminescence | inhibition, % at 5 µM | 340,000 compounds, 0.74% hits | AID 588413;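 active means inhibition above about 55%, limit read from the data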;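 further: 0% = DMSO-treated cells and 100% = wells with medium but no cells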
Starred values were filed as active, the others as inactive; · = no result given. Unless noted, no stated cut-off is given here; in the data, active means inhibition above about 50%; inactive means the rest.

SMILES	UBC13 polyUb	SENP7 block	HKDC1 inh	697 NFkB inh	SENP8 inh	Apaf1 inhib	Jurkat NFkB inh	Gli-Sufu antag
COc1ccccc1OCCNc1cc(N2CCOCC2)ccc1[N+](=O)[O-]	-32	10	4	-5	-5	-10	-6	-16
Cc1noc(C(=O)N2CCN(Cc3ccc4c(c3)OCO4)CC2)c1Cl	2	3	-6	-6	-9	8	-9	-5
CCCOC(c1ccccc1)(c1ccccc1)C(Oc1nc(C)cc(C)n1)C(=O)O (stereo not given)	-9	-5	-2	11	12	-6	8	-1
CCOCCn1ccc2c(OCC(=O)NCc3ccccc3)cccc2c1=O	3	-1	4	5	10	0	17	-1
NC(=O)CSc1nnc(-c2ccccc2F)n1C1CC1	1	4	-5	15	1	-1	12	-23
O=C(c1ccccc1)c1nc2ccccc2n(CCCn2c(=O)c(C(=O)c3ccccc3)nc3ccccc32)c1=O	2	1	-2	-14	-2	-1	-13	-4
C=CCn1c(SCc2nc3ccccc3c(=O)[nH]2)nc2sc3c(c2c1=O)CCCC3	-3	6	-7	-3	6	-11	1	5
CCOC(=O)C1CCCN(C(=O)c2sc3nc(-c4ccccc4)cn3c2C)C1 (stereo not given)	2	-4	15	11	2	-5	-9	-4
COc1cccc(CN(C(=O)c2cc3ccccc3oc2=O)C2CC2)c1	8	0	7	11	3	10	-2	-5
CC(C)CCNC(=S)Nc1ccc(F)cc1	2	0	-5	4	-3	-1	-7	3
CCCC1=C(C(=O)OCC)C(/C=C/c2ccccc2)n2ncnc2N1 (stereo not given)	1	-10	-12	-62	-3	2	53*	2
O=c1[nH]c(=O)n(C(c2ccccc2)c2ccccc2)cc1Br	-6	-9	-3	11	-14	5	5	0
COc1ccc(C(=O)N(C)C2CCCN(Cc3ccccc3F)C2)cc1OC (stereo not given)	-8	-12	-3	-22	-8	-1	9	4
CC(=O)c1ccc(OCC(O)CN2CCOCC2)cc1 (stereo not given)	-7	-9	-6	-1	-10	12	-13	-1
NC(=O)c1ccc([N+](=O)[O-])cc1SCc1ccccc1	-7	4	4	9	1	7	3	11
COc1ccc(-c2cn3nc(SCC(=O)NCC4CCCO4)ccc3n2)cc1 (stereo not given)	12	11	-2	-61	4	2	-58	-86
O=C(CC1SCCNC1=O)Nc1ccccc1Cl (stereo not given)	-15	-8	-1	-18	-14	-6	-3	-6
COCCn1c(-c2ccc(F)cc2)nc2cccnc21	6	5	5	1	1	0	15	10
CC(=O)N1CCN(c2ccc(NCc3ccc4c(c3)OCO4)cc2)CC1	-4	7	9	4	9	8	-2	-33
O=C(Nc1cccc(S(=O)(=O)N2CCCCC2)c1)c1ccc2c(=O)n3c(nc2c1)CCCCC3	-4	0	2	-14	-3	13	32	13
COc1ccc(-c2cc(N)n(CCC#N)n2)c(OC)c1	3	9	40*	0	-2	-3	-8	0
COC(=O)N[C@H](CC(C)=O)c1ccccc1	3	3	·	0	1	-3	6	·
Cc1ccccc1N=C1NC(=O)/C(=C/c2cccnc2)S1	-13	-1	5	7	-12	-3	-1	-5
COc1ccc(CNC(=O)c2ccc(C)o2)cc1	4	-3	0	11	-4	0	1	-4
O=C(CNC(=O)C1CCCCC1)Nc1ccc(Cl)cc1	0	-4	0	18	-3	0	-1	-3

Reprinted at random: three compounds from above
SMILES	UBC13 polyUb	SENP7 block	HKDC1 inh	697 NFkB inh	SENP8 inh	Apaf1 inhib	Jurkat NFkB inh	Gli-Sufu antag
CC(=O)N1CCN(c2ccc(NCc3ccc4c(c3)OCO4)cc2)CC1	-4	7	9	4	9	8	-2	-33
NC(=O)CSc1nnc(-c2ccccc2F)n1C1CC1	1	4	-5	15	1	-1	12	-23
Cc1noc(C(=O)N2CCN(Cc3ccc4c(c3)OCO4)CC2)c1Cl	2	3	-6	-6	-9	8	-9	-5

Single values from the results shown.
Result of `O=C(Nc1cccc(S(=O)(=O)N2CCCCC2)c1)c1ccc2c(=O)n3c(nc2c1)CCCCC3` under 697 NFkB inh: -14
Result of `CC(=O)c1ccc(OCC(O)CN2CCOCC2)cc1` (stereo not given) under Jurkat NFkB inh: -13
Result of `CCCC1=C(C(=O)OCC)C(/C=C/c2ccccc2)n2ncnc2N1` (stereo not given) under 697 NFkB inh: -62
Result of `COCCn1c(-c2ccc(F)cc2)nc2cccnc21` under Jurkat NFkB inh: 15
Result of `COC(=O)N[C@H](CC(C)=O)c1ccccc1` under SENP8 inh: 1
Result of `COc1ccc(C(=O)N(C)C2CCCN(Cc3ccccc3F)C2)cc1OC` (stereo not given) under Jurkat NFkB inh: 9
Result of `NC(=O)c1ccc([N+](=O)[O-])cc1SCc1ccccc1` under Apaf1 inhib: 7

(list continues)
SMILES	UBC13 polyUb	SENP7 block	HKDC1 inh	697 NFkB inh	SENP8 inh	Apaf1 inhib	Jurkat NFkB inh	Gli-Sufu antag
CCC1(CC)NC(=O)N(CC(=O)OCC(=O)c2ccccc2OC)C1=O	1	5	-6	19	18	-3	13	-4
Cc1nonc1OCCNCCNc1ccc([N+](=O)[O-])cc1Cl	-9	-4	0	-6	-12	11	-17	22
O=C(CSc1nc(C2CC2)nc2c1cnn2-c1ccccc1)Nc1c[nH]c(=O)[nH]c1=O	-3	0	-11	-4	7	-6	7	99*
COc1ccc(C)cc1NC(=O)CCNC(=O)Cn1cnc2ccccc2c1=O	4	3	-5	-8	0	9	-5	-5
CCCOc1ccc(-c2c(C(=O)N/N=C/c3ccc(OCC)cc3)nnn2-c2nonc2N)cc1	-13	-2	-7	4	0	2	0	-8
COC(CNc1ncnc2c1cnn2C)OC	4	-3	-1	3	-2	-3	-5	4
O=C1C[C@@H]2CCN3C(=O)CCC[C@@H]([C@H]23)[C@H]1Cc1ccccc1	·	5	-7	-7	·	16	·	-4
NS(=O)(=O)c1ccc(NC(=O)c2c(Cl)cccc2Cl)cc1	4	2	-4	0	7	3	-2	-7
CCOc1ccc(N/C=C/C(=O)c2ccccc2)cc1	-3	99*	-2	-333	94*	-7	-132	·
Cc1ccc(/C=N/NC(=O)C[n+]2ccccc2)o1	-12	0	-12	-8	-8	-10	-3	1
C=CCOc1ccc(CNc2nccs2)cc1OC	8	2	-7	17	7	-6	8	-26
Cc1ncc(C23CC4CC(CC(C4)C2)C3)[nH]1	-6	-5	9	-4	-13	-26	-13	-10
CC(=O)c1cccc(NC(=O)C2=CC(c3ccco3)=NS(=O)(=O)N2C)c1	-7	9	-2	-15	-4	-8	1	-6
CC(=O)CSc1nc(-c2ccccc2)c(-c2ccccc2)o1	3	0	2	-11	-5	14	-3	-7
Cc1ccc(-c2nc(CSCC(=O)NC3CCN(Cc4ccccc4)CC3)c(C)o2)cc1	2	5	3	-28	-2	3	16	67*
CC(C)(C)OC(=O)N1CCC[C@H]1c1nnc(SCc2ccc(Cl)cc2)o1	2	3	-2	-3	4	11	8	3
O=C1C=C(O)CC(c2cccs2)C1 (stereo not given)	-22	-8	-5	8	-7	0	11	2
O=C(CCC(=O)N1CCOc2ccccc21)NCCCN1CCCCC1	-7	-15	-7	3	-7	4	-3	9
COC(=O)c1ccccc1NC(=O)Cc1ccccc1OC	4	3	5	9	-7	-6	-1	4
Cc1ccccc1NC(=O)Cn1cnc2c(oc3nc4c(cc32)CCCC4)c1=O	-3	-10	7	8	3	1	-6	-28
O=C(CSc1nnc(-c2ccc(OC(F)F)cc2)o1)NCc1cccs1	8	5	-6	-12	-7	5	-4	2
COC(=O)CNC(c1ccccc1)c1cc(Br)ccc1NS(=O)(=O)c1ccccc1 (stereo not given)	-11	-1	-10	-25	-7	-10	-1	3
O=C(N1CCCCCC1)N1CCN(C(=O)N2CCOCC2)CC1	-4	-2	-3	23	2	0	6	-11
O=C1c2ccccc2N[C@@H]2C=CC[C@@H]2N1O	·	9	16	5	·	-56	·	-6
COc1ccccc1C(=O)NCc1ccc2c(c1)OCO2	-1	-5	3	-13	-2	-6	-29	-12

(next part)
SMILES	UBC13 polyUb	SENP7 block	HKDC1 inh	697 NFkB inh	SENP8 inh	Apaf1 inhib	Jurkat NFkB inh	Gli-Sufu antag
CC(=O)Nc1ccc(NC(=O)CC2CCCC2)cc1	2	2	-2	-2	-6	-1	7	-27
O=C(CSc1ncn[nH]1)N1CCCCC1	20	6	3	21	-4	-20	22	-32
Cc1nc2ccc(NC(=S)NC3CCCCC3)cc2nc1C	4	16	2	-110	18	-7	-87	-59
COc1cccc(C2C3=C(N=c4s/c(=C\c5ccc(OCC(=O)O)cc5)c(=O)n42)c2ccccc2CC3)c1 (stereo not given)	-14	2	11	10	7	14	1	1
CCOC(=O)c1c(CC(C)C)csc1NC(C)=O	-4	0	-2	-3	0	7	-13	4
O=C(CN(Cc1ccccc1)S(=O)(=O)c1ccccc1)N/N=C/c1ccccc1[N+](=O)[O-]	2	0	-4	11	-7	11	-2	-7
COc1ccccc1NC(=O)Cc1noc(CSc2nnc(C)n2C)n1	2	7	12	21	-7	0	-1	5
O=S(=O)(Cc1ccccc1)NCCc1ccc(F)cc1	4	1	-8	-8	6	6	2	17
CCOC(=O)c1[nH]cnc1C(=O)Nc1ccc(C)cc1	-10	-11	-5	-4	-6	2	-2	4
CC(NC(=O)CN(c1cccc(C(F)(F)F)c1)S(C)(=O)=O)c1ccccc1 (stereo not given)	3	-8	3	-1	-12	-3	1	4
N#CCC(=N)N1CCN(c2ccc(F)cc2)CC1	4	9	15	11	7	-3	2	-2
CCc1ccc(OCC(=O)N/N=C\c2ccco2)c([N+](=O)[O-])c1	-9	-7	-5	-16	-7	7	-5	1
COC(=O)c1c(NC(=O)Cn2cc([N+](=O)[O-])cn2)sc2c1CCC2	-2	8	-1	-30	1	11	4	3
CSc1sc(C(=O)NNC(C)=O)c2c1C1(CCC2)SCCS1	7	3	-3	8	2	-7	4	7
CCOC(=O)NC(=S)Nc1cccc(NC(=S)NC(=O)OCC)c1	5	2	-3	11	-2	9	-14	-1
O=C(COC(=O)CN1CCSC1=O)Nc1ccc(F)cc1Cl	6	-1	-1	7	5	-14	1	·
CC(CNC(=O)c1ccc(C(C)(C)C)cc1)CN(C)C (stereo not given)	-1	-9	-14	-16	-5	3	-8	9
Cc1ccc(NC(=O)CSc2nnc(Cc3ccccc3)c(=O)[nH]2)c(C)c1	-2	-4	2	16	-9	4	6	27
CCCCn1c(CNC(=O)C23CC4CC(CC(C4)C2)C3)nnc1SCC(=O)Nc1nnc(C)s1	-11	-5	1	-7	2	19	-1	6
O=C(CN1C(=O)NC2(CCCC2)C1=O)Nc1cccc(Cl)c1Cl	-6	-3	2	10	-2	4	7	0
